Screening data from PubChem BioAssay.
RAD52 anneal inh = RAD52 DNA annealing inhibitors, primary screen, biochemical, FRET, single point, set 2 | DNA repair protein RAD52 homolog (Homo sapiens), P43351 | recombinant RAD52 DNA annealing, FRET fluorescence | inhibition, % at 18.7 µM | 360,000 compounds, 0.46% hits | AID 651710, 2012;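 active means every replicate showing at least 50% inhibition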
ARNT-TACC3 inh = disruptors of ARNT/TACC3 protein interaction, primary screen, biochemical, AlphaScreen, single concentration; 390,000 compounds, 0.66% hits; AlphaScreen His-ARNT PAS-B/GST-TACC3 binding, luminescence; TACC3 fragment carries E629A point mutation; Transforming acidic coiled-coil-containing protein 3 (Homo sapiens), Q9Y6A5; AID 623870, 2012; inhibition, % at 9.99 µM;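 active means mean inhibition of replicates at least 50% and at least half of replicates each reaching 50%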;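 further: 0% = complete ARNT plus TACC3 wells and 100% = ARNT alone without TACC3; many hits fall short of the cut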
Casp6 inh = human caspase-6 inhibitors, primary screen, biochemical, VEID-R110 fluorescence, single point, set 2 | P55212 | purified caspase-6, Z-VEID-R110 cleavage fluorescence | inhibition, % at 12.5 µM | 350,000 compounds, 0.53% hits | AID 686996, 2013;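 active means mean inhibition across replicates at least about 35%, with every replicate also reaching that limit, limit read from the data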;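 further: 0% = median of neutral control wells and 100% = no fluorescence left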
Target sequence (P55212 24-179 limits assumed): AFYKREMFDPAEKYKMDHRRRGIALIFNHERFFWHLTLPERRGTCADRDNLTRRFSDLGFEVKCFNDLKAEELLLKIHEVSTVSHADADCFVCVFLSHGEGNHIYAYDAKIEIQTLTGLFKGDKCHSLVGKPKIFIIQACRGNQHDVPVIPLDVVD
Target sequence (P55212 194-293 limits assumed): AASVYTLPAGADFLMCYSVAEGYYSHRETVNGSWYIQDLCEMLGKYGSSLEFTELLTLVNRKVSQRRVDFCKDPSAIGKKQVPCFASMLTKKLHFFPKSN
ERp5 inh = inhibitors of ERp5-driven insulin aggregation, primary screen, biochemical, turbidity, absorbance 650 nm, single point | Protein disulfide-isomerase A6 (Homo sapiens), Q15084 | 350,000 compounds, 0.05% hits | inhibition, % at 9.99 µM | 90 min;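 active means mean replicate inhibition above about 25%, with every replicate also reaching it, limit read from the data, passing the limit was not always enough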
PglD DTNB = C. jejuni PglD acetyltransferase inhibitors, primary screen, biochemical, DTNB colorimetric, single point; UDP-N-acetylbacillosamine N-acetyltransferase PglD (Campylobacter jejuni); inhibition, % at 12.5 µM; AID 602405, 2012; 360,000 compounds, 0.098% hits; purified PglD enzyme, DTNB colorimetric CoA detection; in the data active means inhibition above about 16%, passing the limit was not always enough; further: strong numbers were not always called active
E-selectin induc = E-selectin induction in HUVECs, primary screen, imaging, HUVEC, immunofluorescence imaging, single point | P16581 | 260,000 compounds, 0.37% hits | activation, % at 7.58 µM | AID 686992, 2013 | normalized: neutral wells 0, TNF-alpha wells 100;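 active means mean E-selectin-positive cell signal at least 10% of the positive control, reached in at least 60% of replicates, without over 20% cell loss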;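 further: in these data hits start at about 27%; measured in HUVEC primary endothelial cells; signal is the percent of cells scored E-selectin positive by PE staining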
Target sequence (P16581 whole entry, looked up): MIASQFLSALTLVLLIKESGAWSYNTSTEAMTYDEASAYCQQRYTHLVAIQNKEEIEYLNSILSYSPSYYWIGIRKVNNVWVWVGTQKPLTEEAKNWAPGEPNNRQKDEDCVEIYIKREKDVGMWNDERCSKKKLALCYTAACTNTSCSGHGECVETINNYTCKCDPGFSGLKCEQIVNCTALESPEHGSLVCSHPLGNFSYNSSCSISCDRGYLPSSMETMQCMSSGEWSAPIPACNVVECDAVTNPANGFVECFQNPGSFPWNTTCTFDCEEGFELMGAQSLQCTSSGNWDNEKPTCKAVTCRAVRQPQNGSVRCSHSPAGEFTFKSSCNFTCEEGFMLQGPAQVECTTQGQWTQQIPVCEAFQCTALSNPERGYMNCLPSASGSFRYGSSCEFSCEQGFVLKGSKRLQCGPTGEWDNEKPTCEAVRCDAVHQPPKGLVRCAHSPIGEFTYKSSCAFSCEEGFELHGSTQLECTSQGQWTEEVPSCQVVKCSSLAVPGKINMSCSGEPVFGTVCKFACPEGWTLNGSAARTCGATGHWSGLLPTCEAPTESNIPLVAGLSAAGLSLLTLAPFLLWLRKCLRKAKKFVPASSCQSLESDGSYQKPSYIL
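Test system: HUVEC; input: 3,000 HUVEC/well; measured by: immunofluorescence imaging; read-out: % PE-positive cells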
esBAF inh = Bmi1 luciferase reporter increase in mESCs, primary screen, esBAF inhibitor project, mouse ES cells, Bmi1 luciferase knock-in, single point. 350,000 compounds, 2% hits. reporter increase, % at 12.5 µM. AID 602393, 2012. 24 h; 100% = twice the neutral-well signal; in the data active means activation above about 40%;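 further: 0% = median of the plate's neutral control wells and 100% = double that signal; a rise in the Bmi1 reporter signal indicates esBAF inhibition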
RAD54 inh = inhibitors of human RAD54 branch migration, primary screen, biochemical, fluorescence, single point | RAD54 Holliday junction branch migration, FAM/BHQ fluorescence | DNA repair and recombination protein RAD54-like (Homo sapiens), Q92698 | inhibition, % at 10.4 µM | 360,000 compounds, 0.14% hits;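 active means mean normalized replicate activity at least 40 and at least half of replicates scoring 40 or more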;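 further: 0% = median of neutral control wells and 100% = median of positive control wells; inhibitors cause a drop in the FAM fluorescence signal; in these data hits start at about 50%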
The depositor's hits bear a star; i = inactive; nt = no result given.

The line under a structure holds: RAD52 anneal inh | ARNT-TACC3 inh | Casp6 inh | ERp5 inh | PglD DTNB | E-selectin induc | esBAF inh | RAD54 inh
> COc1ccc(S(=O)(=O)N2C[C@@H](O)COC[C@@H]3O[C@H](CC(=O)N[C@H]4CCN(Cc5ccccc5)C4)CC[C@H]32)cc1
→ 8 | -12 | -2 | -2 | 0 | -0.3 | 2 | 11
> Cc1cccc(-c2nc(Nc3ccc(O)cc3)c3ccccc3n2)c1
→ -8 | 9 | nt | 1 | 4 | 0.0 | 4 | 8
> CCCNC(=O)N(C)C[C@H]1Oc2ncc(C#CC(C)C)cc2C(=O)N([C@H](C)CO)C[C@@H]1C
→ 2 | 2 | -5 | 11 | 5 | 0.1 | -2 | -10
> CCOC(=O)c1cc(-c2ccc(OC)cc2)nn1-c1ccc(C(=O)O)cc1
→ 5 | -5 | 3 | 4 | -4 | -0.2 | -8 | 7
> COc1ccc(/C=N/NC(=O)c2ccccc2)cc1OS(=O)(=O)c1ccccc1
→ -15 | nt | -1 | -7 | nt | -0.2 | nt | nt
> COc1ccccc1[C@H]1C(c2ccc(F)cc2)=NN(c2ccccc2)[C@@H]1CO
→ -6 | -95 | 0 | -5 | 6 | nt | -8 | 0
> C[C@@H](c1ccccc1)N1C[C@H](COCc2ccccc2)Oc2cc(N3CC[C@H](O)C3)ccc2S1(=O)=O
→ -6 | nt | -1 | 6 | nt | 0.6 | nt | nt
> COc1ccccc1-c1nnc(NC(=O)C(C)C)s1
→ nt | -4 | nt | nt | -7 | nt | 23 | 9
> CC(C)C(N)c1csc(Nc2nncc3ccccc23)n1 (stereo not given)
→ 13 | nt | 4 | 1 | 7 | 0.4 | 28 | 30
> CCS(=O)(=O)N1CCN=C1SCc1cccnc1
→ -2 | 6 | -1 | 1 | nt | nt | nt | nt
> CCOC(=O)[C@@H]1[C@H]2COc3ccc(Br)cc3[C@@H]2N2C(=O)N(c3ccc(Cl)cc3)C(=O)[C@@]12C
→ -11 | -1 | 2 | -2 | 4 | 0.0 | -2 | 4
> Cc1c(Cc2ccccc2)c(NCCN(C)C)n2c(nc3ccccc32)c1C#N
→ -26 | -39 | -1 | 3 | -4 | -0.1 | nt | 16
> COc1cc(NC(=S)N2CCCC(CO)C2)c(OC)cc1Cl (stereo not given)
→ -10 | -2 | 1 | 1 | nt | nt | nt | nt
> O=C(Nc1ccc(-c2nc3cccnc3s2)cc1)c1cccnc1Cl
→ -25 | 5 | 2 | -4 | -2 | -0.1 | -7 | -4
> Cc1cc(C)cc(NC(=S)NC2CC3CCCC(C2)N3CC(C)C)c1 (stereo not given)
→ 5 | 5 | -6 | 1 | -1 | 3.4 | 5 | 1
> COCCCN1CN(Cc2ccco2)CNC1=S
→ -17 | nt | 1 | 4 | -3 | nt | nt | -12
> COc1cc(OC)c(OC)cc1/C=N/NC(=O)c1cc(-c2cccn2C)n[nH]1
→ nt | 20 | nt | nt | -4 | nt | 3 | -1
> CC1(NC(=O)CC(c2ccccc2)(c2ccccc2)c2ccccc2)CCN(CCCc2ccccc2)C1=O (stereo not given)
→ -8 | -1 | 0 | -4 | 2 | 0.2 | 9 | 1
> Cc1ccc(C)c(SCC(=O)OCC(=O)Nc2ccc(S(=O)(=O)N3CCOCC3)cc2)c1
→ nt | -1 | nt | nt | 4 | nt | 1 | -12
> CCCNC(=O)C[C@H]1C[C@H]2c3cc(NC(=O)Nc4ccc(OC)cc4)ccc3O[C@H]2[C@@H](CO)O1
→ 7 | -1 | -4 | -5 | 1 | -0.1 | 1 | -7

Just RAD54 inh and E-selectin induc, for some of the entries so far:
SMILES	RAD54 inh	E-selectin induc
Cc1cccc(-c2nc(Nc3ccc(O)cc3)c3ccccc3n2)c1	8	0.0
COc1cc(OC)c(OC)cc1/C=N/NC(=O)c1cc(-c2cccn2C)n[nH]1	-1	nt

Next section:
The line under a structure holds: RAD52 anneal inh | ARNT-TACC3 inh | Casp6 inh | ERp5 inh | PglD DTNB | E-selectin induc | esBAF inh | RAD54 inh
> CCOC(=O)c1c(C)[nH]c(C(=O)COC(=O)c2ccco2)c1C
→ 14 | -8 | -3 | -2 | -7 | 0.0 | 14 | 11
> CCC(C)(C)NC(=O)C(c1ccccc1F)N(Cc1ccco1)C(=O)c1csnn1 (stereo not given)
→ nt | 1 | nt | nt | 0 | nt | -4 | 5
> CN(CC(=O)Nc1ccccc1Br)C(=O)CN(C)C1CCCCC1
→ -2 | nt | -2 | 4 | 3 | -0.3 | -3 | -10
> O=C(C[C@H]1C[C@@H]2c3cc(NC(=O)c4ccc5c(c4)OCO5)ccc3O[C@@H]2[C@@H](CO)O1)NCc1ccc(Cl)cc1
→ -17 | 6 | -1 | -6 | 2 | 0.5 | 3 | 6
> CCOC(=O)COc1c(-c2ccc(OC)cc2)oc2ccccc2c1=O
→ nt | -2 | nt | nt | -1 | nt | -6 | -2
> O=C(O)COc1ccc(Nc2ccccc2)cc1
→ -13 | 7 | 12 | -3 | nt | nt | nt | nt
> COC(=O)C1=C(CSc2nnnn2C)NC(=O)NC1c1cc(C)ccc1C (stereo not given)
→ nt | -6 | nt | nt | -4 | nt | 5 | -5
> Cc1ccc(C)c(S(=O)(=O)N/N=C/c2ccc(C(=O)O)cc2)c1
→ nt | -5 | nt | nt | -5 | -1.3 | nt | -6
> COc1ccc(OC)c(/C=N/NC(=O)CCc2c(C)n[nH]c2C)c1
→ -2 | -9 | -2 | 8 | -2 | 3.7 | nt | -2
> CCN(CC)CCNc1ccc(Cl)cc1[N+](=O)[O-]
→ nt | 1 | nt | nt | 6 | nt | 4 | 7
> CC(=O)N1[C@H](CO)[C@H](c2ccccc2)[C@H]1CN(C)C(=O)c1ccccc1F
→ -8 | -1 | -2 | 0 | 2 | 0.0 | -4 | -5
> CN(CC(=O)Nc1cccc(F)c1)C(=O)c1ccc2c(c1)NC(=O)CS2
→ -9 | 3 | -4 | 10 | 1 | -0.2 | -6 | -13
> CCOc1ccc(NC(=O)C(=O)N/N=C/c2ccccc2F)cc1
→ -4 | -18 | 0 | -9 | nt | nt | nt | nt
> S=c1[nH]nc(Cn2nnc3ccccc32)n1-c1ccc(Cl)cc1
→ -4 | -7 | 1 | 1 | nt | nt | nt | nt
> Cc1ccc(C)c(S(=O)(=O)N2CCN(C(=O)[C@H](Cc3ccccc3)NC(=O)c3ccco3)CC2)c1
→ 3 | nt | -1 | 7 | nt | -0.1 | -2 | nt
> COc1cccc2c(=O)n(CC(=O)Nc3ccc(F)cc3F)ccc12
→ -82 | -5 | -1 | -3 | -2 | -0.2 | -2 | -6
> Cc1ccc2nc(C(C)(C)C)c(Cc3cccc(Cl)c3)n2c1
→ -6 | nt | 0 | 5 | 5 | 0.0 | 3 | -3
> COC(=O)C1=C(C(=O)OC)SC2(S1)C(C(=O)OC)=C(C(=O)OC)SC1=C2c2cc(C)cc(C)c2NC1(C)C
→ nt | -4 | nt | nt | -7 | nt | -5 | 1
> COCCCn1c(=O)/c(=C\c2ccccc2OC(C)C)s/c1=C(/C#N)C(=O)Nc1ccc(C(=O)O)cc1
→ i | 0 | 1 | 6 | 8 | nt | -1 | -16
> COc1ccc(CC(NC(C)=O)C(=O)NC2CCN(C(=O)c3ccc([N+](=O)[O-])cc3)CC2)cc1OC (stereo not given)
→ -17 | -4 | -2 | 1 | 1 | 0.0 | -3 | 6

Next compounds follow:
mol,RAD52 anneal inh,ARNT-TACC3 inh,Casp6 inh,ERp5 inh,PglD DTNB,E-selectin induc,esBAF inh,RAD54 inh
Cn1nnnc1SCCNS(=O)(=O)c1ccccc1,nt,-5,nt,nt,22*,nt,-7,-3
CCn1cc(C(=O)NP(=O)(Nc2ccc(C)cc2)Nc2ccc(C)cc2)c2ccccc21,-7,-3,-2,4,6,8.4,nt,3
N#Cc1c(N)oc(-c2ccccc2)c1-c1ccccc1,nt,-8,nt,nt,-1,nt,-4,-2
Nc1nnc(CCS(=O)(=O)c2ccc(Br)cc2)s1,-8,0,0,-1,-2,3.3,nt,-1
c1ccc2c(c1)nc(N1CCCCCC1)c1nncn12,-81,nt,6,5,-4,0.1,3,3
Cc1oc(-c2ccccc2)cc1C(=O)Nc1ccc2ccccc2c1,nt,-4,nt,nt,-5,nt,38,15
CCOc1ccc(NC(=O)NNC(=O)c2cc3ccccc3cc2O)cc1,-40,3,-1,5,-1,1.9,1,-3
O=C(Nc1ccnn1C1CCN(C(=O)c2cccc(Cl)c2)CC1)C1CC1,-17,-1,1,-1,2,nt,7,-17
Cc1cc(OCC(=O)NNC(=O)c2cccc(F)c2)ccc1Cl,-12,-15,0,3,6,nt,4,-5
Cc1cc(C)c(-c2c(O)c3cnn(-c4ccccc4)c3[nH]c2=O)c(C)c1,-9,-7,-2,-2,4,-1.3,1,-1
COc1cc(NC(=O)CNc2ccc(Cl)c(S(=O)(=O)N3CCOCC3)c2)cc(OC)c1,-8,-2,-2,5,4,-0.7,9,-5
COc1ccc(-c2cc3nc(C)c(C)c(N4CCN(C(=O)c5ccoc5)CC4)n3n2)cc1,-2,nt,4,-2,-5,-0.1,4,13
Cc1cccc(NC(=O)c2ccc(N3C(=O)C4CCCCC4C3=O)cc2)c1C (stereo not given),-8,-3,-4,3,-4,nt,8,-7
Nc1c(-c2ccc(Cl)cc2)cnn1C1CCS(=O)(=O)C1 (stereo not given),nt,2,nt,nt,8,nt,5,-3
CC(C)(CC(=O)O)CC(=O)N1CCCN(c2nccc(C(F)(F)F)n2)CC1,-10,-14,1,-5,6,nt,3,-9
Cc1ccc(OCC(=O)N/N=C/C=C/c2ccco2)cc1,nt,1,nt,nt,-8,nt,7,6
COc1ccc(S(=O)(=O)NCC(=O)Nc2cccc(C)c2C)cc1OC,-13,0,1,2,1,nt,-5,-3
O=C(Cn1nc(C(=O)O)c2ccccc2c1=O)Nc1cc(S(=O)(=O)N2CCCCC2)ccc1Cl,-6,-6,1,2,-7,-0.6,6,4
NC(=O)C1Cc2ccccc2CN1S(=O)(=O)c1cccs1 (stereo not given),0,0,5,5,nt,nt,nt,nt
CN(C)S(=O)(=O)c1cc(NC(=O)COC(=O)CCc2ccccc2)ccc1Cl,-4,-9,4,-3,1,nt,1,-4
Cc1ccc(-c2cc(C(F)(F)F)n3nc(C(=O)Nc4ccon4)cc3n2)cc1C,-10,-3,-1,-8,-3,nt,-3,4
COc1ccc(-n2nnnc2C2(C)CCC(=O)N2Cc2ccccc2)cc1 (stereo not given),-1,nt,-3,-4,nt,0.4,nt,nt
CCCNC(=O)N1C[C@@H](C)[C@@H](OC)CN(C)C(=O)c2cc(NC(=O)CCC)ccc2OC[C@@H]1C,-13,3,0,3,3,-0.1,-6,-10

Single values from the results shown.
`COc1ccc(S(=O)(=O)NCC(=O)Nc2cccc(C)c2C)cc1OC` in ERp5 inh shows 2
`COc1ccc(-n2nnnc2C2(C)CCC(=O)N2Cc2ccccc2)cc1` (stereo not given) in ERp5 inh shows -4
`NC(=O)C1Cc2ccccc2CN1S(=O)(=O)c1cccs1` (stereo not given) in Casp6 inh shows 5
`Cc1cccc(NC(=O)c2ccc(N3C(=O)C4CCCCC4C3=O)cc2)c1C` (stereo not given) in esBAF inh shows 8
`Cc1ccc(-c2cc(C(F)(F)F)n3nc(C(=O)Nc4ccon4)cc3n2)cc1C` in RAD54 inh shows 4
`O=C(Cn1nc(C(=O)O)c2ccccc2c1=O)Nc1cc(S(=O)(=O)N2CCCCC2)ccc1Cl` in RAD54 inh shows 4
